High-throughput results deposited in PubChem BioAssay by several laboratories.
GalR3 antag: human GalR3 antagonism; HEK293 GalR3-CNG cAMP membrane potential fluorescence; galR3 body fused to GalR1 C-terminus; 0.44% of 360,000 active; O60755; AID 651719; inhibition, % at 3 µM;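 active = inhibition above the screen-wide average plus 3 SD, cut at about 13% in these data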;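 note: forskolin and galanin both at EC90 stimulate the cells; cAMP rise reported by CNG channel membrane potential dye signal; 0% = forskolin plus galanin with DMSO and 100% = forskolin alone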
Target sequence (O60755 1-299 limits assumed): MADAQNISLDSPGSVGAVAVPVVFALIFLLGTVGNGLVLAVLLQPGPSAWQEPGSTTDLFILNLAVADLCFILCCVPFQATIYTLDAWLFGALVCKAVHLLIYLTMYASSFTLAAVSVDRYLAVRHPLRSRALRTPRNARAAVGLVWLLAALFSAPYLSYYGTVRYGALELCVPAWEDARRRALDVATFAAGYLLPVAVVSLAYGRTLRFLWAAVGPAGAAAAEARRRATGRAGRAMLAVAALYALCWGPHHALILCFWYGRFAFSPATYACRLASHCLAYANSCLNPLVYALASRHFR
OXTR ag: agonists of human oxytocin receptor; P30559; CHO-OTR cells, Fluo-8 calcium fluorescence; normalized: DMSO 0%, oxytocin 100%; activation, % at 3 µM; 0.32% of 320,000 active; AID 2435;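 active = activation above the mean of all tested compounds plus 3 SD, cutoff set per screening run, cut at about 20% in these data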;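 note: peak over basal fluorescence ratio from a 100 s FLIPR kinetic read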
Target sequence (P30559 whole entry, looked up): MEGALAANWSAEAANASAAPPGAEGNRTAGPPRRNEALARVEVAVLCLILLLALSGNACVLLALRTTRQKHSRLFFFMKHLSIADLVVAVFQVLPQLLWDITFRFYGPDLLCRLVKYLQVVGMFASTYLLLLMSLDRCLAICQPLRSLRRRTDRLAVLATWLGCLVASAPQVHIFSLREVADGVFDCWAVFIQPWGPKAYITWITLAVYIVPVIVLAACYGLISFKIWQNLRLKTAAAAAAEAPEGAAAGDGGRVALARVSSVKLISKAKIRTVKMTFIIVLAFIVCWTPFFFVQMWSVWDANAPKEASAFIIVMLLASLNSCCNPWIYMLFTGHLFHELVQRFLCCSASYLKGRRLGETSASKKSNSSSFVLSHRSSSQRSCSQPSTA
MEKK2 WT-MEK5: raises or lowers MEK5 binding to wildtype human MEKK2 PB1 domain; binding response (% of control), % at 10 µM; 1.1% of 290,000 active; Q9Y2U5; bead flow cytometry, Alexa488-MEK5 binding to MEKK2 WT; actives lie on both sides; in the data active = binding response below about 67% or above about 130%
PfM18AAP inh: PfM18AAP enzyme inhibition. AID 1822. recombinant PfM18AAP, H-Glu-NHMec fluorogenic cleavage. inhibition, % at 7.35 µM. 1.2% of 290,000 active;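 active = inhibition above the campaign mean inhibition over all tested compounds plus 3 SD, cut at about 28% in these data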;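 note: 0% = plate median of test compound wells and 100% = 2 mM ZnCl2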
MEKK2 mut-MEK5: signal of MEK5 binding to mutant human MEKK2 PB1 domain. percent response, % at 10 µM. bead flow cytometry, Alexa488-MEK5 binding to MEKK2 mutant. AID 1530. 0.35% of 290,000 active; in the data active = percent response above about 24%, passing the limit was not always enough; note: inactives centre near 1; some results filed as inactive read as strong as hits
V1aR counter: V1a receptor agonism, counter-screen for OXTR agonists. P37288. CHO-V1R cells, Fluo-8 calcium fluorescence, agonist mode; 0% DMSO, 100% 3 nM vasopressin. activation, % at 3 µM. 0.25% of 320,000 active. AID 2797;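 active = activation above the mean activation of all tested compounds plus 3 SD, per screening run, cut at about 20% in these data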;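 note: signal is peak over basal fluorescence ratio across a 100 second FLIPR read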
NALP1 inh: inhibitors of NALP1 inflammasome in yeast; inhibition, % at 10 µM; 0.61% of 280,000 active; AID 2071; S. cerevisiae NALP1/ASC/caspase-1 growth, X-gal OD620, 72 h; in the data active = inhibition mostly above about 24%, no sharp cut-off; inactive = mostly below about 32%; note: some compounds called inactive have numbers as strong as hits
GPR7 antagonist: human neuropeptides B/W receptor 1 antagonism; P48145; GPR7-expressing cells, fluorescence antagonist assay; inhibition, % at 4.4 µM; 1.1% of 290,000 active; AID 1861; in the data active = inhibition above about 16%, passing the limit was not always enough;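 note: cells stimulated with the agonist NPW; 0% = agonist with vehicle and 100% = vehicle without agonist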
Target sequence (P48145 whole entry, looked up): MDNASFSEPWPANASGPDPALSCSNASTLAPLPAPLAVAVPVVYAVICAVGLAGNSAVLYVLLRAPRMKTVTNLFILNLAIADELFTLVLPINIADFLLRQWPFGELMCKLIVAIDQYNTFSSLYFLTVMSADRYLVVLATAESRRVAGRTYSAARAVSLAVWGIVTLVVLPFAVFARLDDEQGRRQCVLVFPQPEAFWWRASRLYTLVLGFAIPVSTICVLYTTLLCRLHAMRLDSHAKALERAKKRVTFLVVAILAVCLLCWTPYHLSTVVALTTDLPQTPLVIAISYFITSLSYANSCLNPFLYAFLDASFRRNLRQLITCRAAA
OXTR potentiate: human OXTR potentiation | CHO-OTR cells, Fluo-8 calcium fluorescence, potentiator mode; 0% = oxytocin EC15, 100% = EC100 | AID 2445 | activation, % at 3 µM | 0.061% of 320,000 active | P30559;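 active = activation above that plate's cutoff, the mean activation of tested compounds plus 3 SD, cut at about 6.6% in these data, passing the limit was not always enough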;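 note: 100% uses oxytocin at 75 nM as the full agonist control; some results filed as inactive read as strong as hits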
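Material: CHO-OTR cells, human receptor; compound dosing: single dose, 3.0 µM nominal final compound concentration; schedule: 6 min compound pre-incubation at room temperature, 100 s kinetic read; measured by: kinetic Fluo-8 calcium fluorescence; read-out basis: % activation vs EC15 and EC100 oxytocin; controls: EC15 oxytocin alone as 0%, 75 nM oxytocin as 100%; replicates: singlicate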
Numbers without * were called inactive; · = no result given.

SMILES	GalR3 antag	OXTR ag	MEKK2 WT-MEK5	PfM18AAP inh	MEKK2 mut-MEK5	V1aR counter	NALP1 inh	GPR7 antagonist	OXTR potentiate
CCOc1c(C(N)=O)c(-c2ccccc2)c2c(=O)[nH]c3ccccc3n12	0	-1.3	97	4	12	-0.4	2	-11	-2
COc1c(Cl)cc(Cl)cc1CNCCNCC(C)O (configuration not stated)	-5	2.6	85	0	-8	1.9	7	1	3
O=C(c1ccco1)[C@@H]1[C@@H]2C(=O)N(c3ccccc3)C(=O)[C@@H]2C2c3ccccc3C=CN21 (some centres not stated)	0	2.3	97	-9	4	2.4	-25	0	-9
Cn1nccc1C(=O)Nc1ccc(Cl)cc1	-3	-1.1	102	1	3	0.6	-4	-8	2
Cc1ccc(NC(=O)CN(C)C(=O)c2ccc(Cl)c([N+](=O)[O-])c2)cc1	0	-0.8	101	-2	3	-0.6	16	-2	-1
CCN(CC)CCCNC(=O)c1cc(-c2ccccc2)c(N2CCCCC2)s1	-12	4.6	161*	5	26*	1.1	3	26	-3
Nn1c(Cc2ccccc2F)nnc1SCC(=O)Nc1cccc(S(=O)(=O)NC2=NCCCCC2)c1	-2	0.6	92	3	-8	0.5	-2	-11	-4
COc1ccc(/C=C2\CCC(C3CCCC3)C2=O)c(OC)c1OC (configuration not stated)	-11	-0.6	104	-6	5	0.0	12	10	-14
CCOC(=O)c1ccc2c(c1)N(CC(=O)N1CCCCC1)C(=O)C(C)(C)O2	4	-2.0	112	-9	5	-1.6	1	-10	-13
COc1ccc(S(=O)(=O)N2CCC(NC(=O)c3cccnc3)CC2)cc1	-10	-0.4	95	-4	0	1.0	8	4	-11
[2H]C([2H])(CCOS(N)(=O)=O)c1ccccc1	-2	-0.2	97	0	0	0.2	14	-3	-3
COc1ccc(OC)c(/C=C/C(=O)N2CCN(S(=O)(=O)c3cc(C)ccc3C)CC2)c1	-3	0.8	·	·	·	-0.1	·	·	-3
CC(/C=N/NC(=O)Cn1cnc2c1c(=O)n(C)c(=O)n2C)=C\c1ccccc1	-2	0.8	98	5	2	0.6	17	4	-3
COCCn1c(SCc2nc3scc(-c4ccc(Cl)cc4)c3c(=O)[nH]2)nnc1-c1cccc(C)c1	-1	-2.1	105	-4	16	-0.5	37	-13	-1
CC(C)(C)NC(=O)C(=O)NNC(=O)c1cccc(F)c1	-4	0.9	103	-2	1	-0.4	3	7	-3
Cc1cc(NC(=O)c2ccc(Cl)cc2)ccc1NC(=O)c1ccccc1Cl	-12	0.3	107	6	10	1.4	13	-3	-2
O=C(NCc1ccco1)C1CCN(C(=O)c2cc3sccc3n2Cc2ccc(Cl)cc2)CC1	-7	14	97	0	-3	11	7	11	-12
Cc1ccc(CNC(=O)CCC2CCCN(C(=O)c3ccc4c(c3)OCO4)C2)o1 (configuration not stated)	-2	-0.4	95	25	-7	-0.2	-1	-14	0
Nc1nc(CN2CCN(c3ccccc3F)CC2)nc(Nc2ccc3c(c2)OCCO3)n1	-3	-1.3	104	-2	7	-1.3	9	-5	0
Cc1ccccc1-n1nnnc1SCC(=O)c1c(N)n(C)c(=O)n(C)c1=O	-4	0.3	99	2	-1	2.7	3	-16	-3
O=C(CSc1ccc2c(c1)OCCO2)NC(=O)NC1CCCC1	-7	-1.5	94	-4	-5	0.0	22	-15	-10
CN(CC(=O)Nc1cccc(F)c1)C(=O)c1ccc(COc2ccccc2)cc1	-3	6.2	·	·	·	3.7	·	·	-7
CN(CC(=O)O/N=C(\N)c1ccc([N+](=O)[O-])cc1)S(=O)(=O)c1ccc2ccccc2c1	-5	1.4	·	9	·	0.0	7	1	5
Cc1cc(C(=O)N2CCCC(C(=O)c3ccc4ccccc4c3)C2)n(C)n1 (configuration not stated)	-3	-0.2	87	-1	-10	2.3	10	-9	-4
CC1(N(O)C=C2C=CC(=O)C=C2)CCCCC1=O (configuration not stated)	-3	1.3	82	-4	-24	0.7	0	-3	-1
CN(C(=O)CCc1nnc(CCCCc2ccccc2)o1)C1CCOCC1	-2	0.6	89	-5	-9	0.6	7	-9	-7
COc1cc(CN(C2CCCCC2)S(=O)(=O)c2ccc(S(=O)(=O)N(C)C3CCCCC3)cc2)cc(OC)c1OC	-3	0.4	93	0	-3	1.0	-28	10	-5
CCC(C)N(C(=O)c1csnn1)C(C(=O)NCc1ccc(F)cc1)c1ccco1 (configuration not stated)	-8	-1.3	106	-13	10	-0.7	35	4	-18
O=C(O)COc1ccccc1/C=N/NC(=O)c1cccc(S(=O)(=O)N2CCOCC2)c1	-4	0.7	93	-2	-5	0.4	-14	-1	-2
CCN(CC)CCNC(=O)c1cc2c(-c3cccc(OC)c3)nn(C)c2s1	-10	3.9	116	6	2	0.2	36	7	0

MEKK2 WT-MEK5: hit marks shown above
| canonical_smiles | GalR3 antag | MEKK2 WT-MEK5 | PfM18AAP inh | MEKK2 mut-MEK5 | NALP1 inh | GPR7 antagonist | OXTR potentiate |
| --- | --- | --- | --- | --- | --- | --- | --- |
| CCN(CC)CCCNC(=O)c1cc(-c2ccccc2)c(N2CCCCC2)s1 | -12 | 161* | 5 | 26* | 3 | 26 | -3 |

The list goes on:
SMILES	GalR3 antag	OXTR ag	MEKK2 WT-MEK5	PfM18AAP inh	MEKK2 mut-MEK5	V1aR counter	NALP1 inh	GPR7 antagonist	OXTR potentiate
Cc1cccc(C(=O)N[C@H](C(=O)Nc2cc(S(=O)(=O)N3CCCCC3)ccc2C)C(C)C)c1	-5	-1.8	112	-4	26	-1.1	16	3	-8
CC(OC(=O)c1cc2ccccc2[nH]1)C(=O)N(C)c1ccccc1 (configuration not stated)	-7	-0.6	·	·	·	0.3	·	·	-6
COc1cccc2c1OC[C@@H](CO)[C@H]2N(C)C(=O)Nc1ccc(Cl)cc1Cl	-4	6.2	·	6	·	7.2	-6	-14	-12
Cc1cc(=S)cc(C)n1CCO	-5	1.2	92	-11	-6	1.1	19	-9	1
CC(CNS(=O)(=O)c1ccccc1)(c1ccccc1)N1CCOCC1 (configuration not stated)	-4	-0.9	101	-6	-1	-0.5	38	-2	-7
COc1ccccc1/C=C/CN1CC(C)OC(C)C1 (configuration not stated)	-7	0.1	83	-7	-6	0.5	-7	4	-5
Cc1ccc(-c2noc(C3CCCN(C(=O)c4ccccc4Br)C3)n2)cc1 (configuration not stated)	-10	4.2	99	2	-3	6.1	20	-7	-14
c1ccc2c(c1)CC1(CCCC1)N=C2N1CCOCC1	-3	0.8	101	-7	-3	-0.1	16	-12	-5
Fc1cccc(CSc2nnc3ccc(-c4ccncc4)nn23)c1	-2	0.3	100	1	0	0.5	12	-10	-1
O=C(Nc1ccc2c(c1)nc1n2CCOC1)c1ccccc1	-5	0.6	102	7	-1	-0.2	-10	-1	-5
O=C(CNC(=O)c1ccccc1F)N/N=C/c1cn[nH]c1-c1ccccc1	0	-0.6	105	-2	3	-0.8	5	-8	-13
CCCCCn1c2c(c(=N)c3ccccc31)CCC2	6	0.4	102	-14	5	-0.8	1	-1	-9
Cc1c(Br)c(C(=O)N2CCc3ccccc32)nn1C	-5	-1.5	103	3	2	-0.7	19	-9	2
O=C(CC1SCCNC1=O)Nc1ccc(Cl)c(Cl)c1 (configuration not stated)	-6	5.5	186*	4	174*	3.7	-5	6	-9
COc1ccc(N/N=C2/CCCCC2=O)cc1	2	-0.5	106	-25	4	-0.2	·	7	-3
Cn1c(=O)c2cnc(-c3ccc(C(F)(F)F)cc3)nc2n(C)c1=O	-1	0.7	99	1	-6	1.2	1	-4	0
Cc1ccccc1-n1nc2c(c1NC(=O)C(C)C)CS(=O)(=O)C2	-6	0.8	103	-7	2	0.7	9	1	0
COC(=O)Nc1ccc(S(=O)(=O)N(C)C)cc1	-4	0.3	99	-3	7	0.3	5	5	-1
O=C(NCCCO)C12CC3CC(CC(C3)C1)C2	-1	-0.5	105	-9	-1	1.0	·	-5	-8
O=C(Cc1ccccc1Cl)Nc1ccc(S(=O)(=O)N2CCOCC2)cc1	-3	5.2	·	·	·	16	·	·	-8
O=C1c2ccccc2C(=O)C1C1=Nc2ccccc2NC(c2ccccc2)C1 (configuration not stated)	-5	-0.6	82	-13	-26	0.4	-25	-3	-7
CCOC(=O)c1c(C(F)(F)F)cc(-c2ccc(F)cc2)nc1C	5	-2.4	107	-3	7	-0.6	26	-9	-1
CCc1nc2nc(C)cc(Nc3cccc(C(F)(F)F)c3)n2n1	1	-0.7	99	-1	-5	1.5	10	-11	-8
CC(C)COc1ccc(C/C(N)=N/n2cnnc2)cc1	1	0.6	87	6	-6	3.2	2	-5	-3
CCCn1c(=O)cc(N)n(-c2ccc(OC(F)(F)F)cc2)c1=O	-2	0.1	104	8	3	0.7	-8	-19	-1
CCCNC(=O)Cn1cnc2sc(C(=O)N3CCN(Cc4ccc5c(c4)OCO5)CC3)c(C)c2c1=O	-4	0.8	110	0	12	0.7	3	-8	1
CC(C)C[C@H](NC(=O)c1nc[nH]c1C(=O)N1CCc2ccccc2C1)C(=O)OCc1ccccc1	-2	-1.6	92	·	3	-0.6	·	·	-9
CC1(C)CC(=O)C=C(c2cccc3c2sc2ccccc23)C1	-6	-0.2	·	·	·	0.8	·	·	-6
O=C(COC(=O)c1cccnc1Cl)NC12CC3CC(CC(C3)C1)C2	-5	-1.1	·	·	·	0.3	·	·	-8
O=C(c1cc2ccccc2o1)N1CCN=C1SCc1cccnc1	-2	-0.1	102	8	0	1.1	0	17	-1
O=C(CC1CCCC1)N1CCCC(Nc2cccc(F)c2)C1 (configuration not stated)	-2	-0.3	99	0	1	3.0	15	-4	-4
CCCCOCCCNC(=O)N[C@H](C(=O)OC)C(C)C	1	1.1	102	5	1	0.5	14	14	-7
O=C(Cc1cccs1)N1CCCC(c2nc3c(nnn3Cc3cccc(Cl)c3)c(=O)[nH]2)C1 (configuration not stated)	·	0.2	95	8	0	-0.9	-2	-17	0
CC(C)=CCc1c(O)c(CC=C(C)C)c2occ(-c3ccc(O)cc3)c(=O)c2c1O	-3	0.9	106	·	5	0.4	-7	·	-5
CN(C)S(=O)(=O)c1ccc(Cl)c(NC(=O)COc2ccccc2[N+](=O)[O-])c1	-5	2.0	106	-2	-1	0.4	25	-1	-6
CCN(Cc1ccccc1)C(=O)C1CCN(C/C(C)=C/c2ccccc2)CC1	-8	1.6	96	-1	-2	4.4	28	-7	-8
Cc1ccc(S(=O)(=O)N2CCC(C(=O)N/N=C/c3ccncc3)CC2)cc1	-7	0.3	81	0	-14	0.3	0	-10	-3
CC(C)CNC(=O)c1ccc(Cl)c(N)c1	·	-0.9	103	5	-1	0.4	4	-10	0
COc1ccc(N2CCN(S(=O)(=O)c3cnc[nH]3)CC2)cc1	-2	1.5	96	-6	-9	1.8	12	-3	-4
CCCOc1ccc(C2/C(=C(/O)c3ccc(F)cc3)C(=O)C(=O)N2CCCN(C)C)cc1 (configuration not stated)	4	1.9	105	2	1	0.1	·	-12	2

Part of the list above, with values under each structure.
Results follow in this order: GalR3 antag | OXTR ag | MEKK2 WT-MEK5 | PfM18AAP inh | MEKK2 mut-MEK5 | V1aR counter | NALP1 inh | GPR7 antagonist | OXTR potentiate
c1ccc2c(c1)CC1(CCCC1)N=C2N1CCOCC1
  -3 | 0.8 | 101 | -7 | -3 | -0.1 | 16 | -12 | -5
CC1(C)CC(=O)C=C(c2cccc3c2sc2ccccc23)C1
  -6 | -0.2 | · | · | · | 0.8 | · | · | -6
COCCn1c(SCc2nc3scc(-c4ccc(Cl)cc4)c3c(=O)[nH]2)nnc1-c1cccc(C)c1
  -1 | -2.1 | 105 | -4 | 16 | -0.5 | 37 | -13 | -1
